# High-throughput results (PubChem BioAssay)
# M18AAP inhibitor: blocks P. falciparum M18 aspartyl aminopeptidase | recombinant PfM18AAP, H-Glu-NHMec fluorogenic cleavage | inhibition, % at 7.35 µM | hit rate 1.2% among 290,000;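 active means inhibition above the campaign mean inhibition over all tested compounds plus 3 SD, cut at about 28% in these data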;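 further: 0% = plate median of test compound wells and 100% = 2 mM ZnCl2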
# HCV NS3 hel inh: inhibitors of Hepatitis C virus NS3 helicase. NS3 helicase DNA unwinding, Cy5 molecular beacon fluorescence. inhibition, % at 10.9 µM. hit rate 0.56% among 290,000. AID 1800;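 active means inhibition above the mean of all tested compounds plus 3 SD, set per campaign, cut at about 35% in these data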;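 further: 0% = DMSO wells and 100% = thioflavine S control wells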
#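 Test system: hepatitis C virus NS3 helicase domain fragment enzyme. Also added: annealed dual-labelled DNA beacon duplex, ATP-started. Timing: 60 min unwinding reaction at 25 °C after ATP addition. Technique: Cy5 fluorescence. Measure: % inhibition of unwinding.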
# DNA FID counter: fluorescent intercalator displacement, NS3 helicase counter-screen | DNA fluorescent intercalator displacement, fluorescence | inhibition, % at 7.9 µM | hit rate 0.17% among 290,000 | AID 1845; in the data active means inhibition above about 37%;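 further: 0% = vehicle and 100% = reference compound; higher means more ethidium bromide displaced from hairpin DNA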
# IMP-1 inh: inhibitors of Pseudomonas aeruginosa IMP-1 metallo-beta-lactamase. purified IMP-1, nitrocefin hydrolysis, epi-absorbance fluorescence. inhibition, % at 5.6 µM. hit rate 0.45% among 290,000. AID 1556;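 active means inhibition above the mean plus 3 SD of all compounds in the same screening run, cut at about 4.5% in these data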;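 further: 0% = IMP-1 with DMSO and 100% = DMSO wells lacking enzyme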
#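 Assay system: purified IMP-1; Quantity: IMP-1 0.2 nM before substrate addition; Medium: HEPES buffer pH 7.1 with ZnSO4 and Brij 35; Incubation: 15 min enzyme–compound preincubation, then 25 min nitrocefin reaction, 25 °C; Signal: fluorescence quenching readout, ex 480/em 530 nm; Controls: DMSO with and without IMP-1; Repeats: singlicate testing.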
# SUMO HTRF inh: blocks human SUMOylation mediated by UBC9; P63279; HTRF SUMOylation assay, SAE1/SAE2 + UBC9, in vitro; inhibition, % at 35 µM; hit rate 0.36% among 290,000; AID 2006; in the data active means inhibition above about 50%, passing the limit was not always enough; inconclusive means no clear call, values can overlap the other calls; further: strong numbers were not always called active
# Target sequence (P63279 whole entry, looked up): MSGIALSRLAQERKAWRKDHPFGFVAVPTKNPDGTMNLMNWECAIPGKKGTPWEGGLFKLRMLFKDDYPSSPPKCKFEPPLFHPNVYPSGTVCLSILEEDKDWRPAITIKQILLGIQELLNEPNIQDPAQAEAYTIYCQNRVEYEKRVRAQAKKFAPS
# MEKK2 mut-MEK5: signal of MEK5 binding to mutant human MEKK2 PB1 domain; bead flow cytometry, Alexa488-MEK5 binding to MEKK2 mutant; percent response, % at 10 µM; hit rate 0.35% among 290,000; AID 1530; in the data active means percent response above about 24%, passing the limit was not always enough; further: inactives centre near 1; some results filed as inactive read as strong as hits
# NALP1 yeast inh: inhibitors of NALP1 inflammasome in yeast; inhibition, % at 10 µM; AID 2071; hit rate 0.61% among 280,000; S. cerevisiae NALP1/ASC/caspase-1 growth, X-gal OD620, 72 h; in the data active means inhibition mostly above about 24%, no sharp cut-off; inactive means mostly below about 32%; further: some compounds called inactive have numbers as strong as hits
# MEKK2wt PB1 HTS: raises or lowers MEK5 binding to wildtype human MEKK2 PB1 domain; Q9Y2U5; bead flow cytometry, Alexa488-MEK5 binding to MEKK2 WT; actives lie on both sides; binding response (% of control), % at 10 µM; hit rate 1.1% among 290,000; in the data active means binding response below about 67% or above about 130%; inconclusive means no clear call, values can overlap the other calls; inactive means in between
# VIM-2 inhibitor: inhibitors of Pseudomonas aeruginosa VIM-2 metallo-beta-lactamase. purified VIM-2, nitrocefin hydrolysis, epi-absorbance fluorescence. inhibition, % at 5.6 µM. hit rate 0.89% among 290,000. AID 1527;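 active means inhibition above the mean of all tested compounds plus 3 SD, cutoff set per screening run, cut at about 7.5% in these data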;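 further: red hydrolysis product quenches plate fluorescence so inhibitors raise well fluorescence; 0% = enzyme with DMSO and 100% = DMSO without enzyme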
# * marks the source's active call; other numbers are inactive results; ? = inconclusive; nt = not tested or not shown.
mol	M18AAP inhibitor	HCV NS3 hel inh	DNA FID counter	IMP-1 inh	SUMO HTRF inh	MEKK2 mut-MEK5	NALP1 yeast inh	MEKK2wt PB1 HTS	VIM-2 inhibitor
COc1ccc(Cl)cc1Nc1nc(-c2sc(NC(=O)c3ccccc3)nc2C)cs1	9	-11	6	0.2	-30	-4	5	94	-4.5
COc1ccc(NC(=O)NNC(=O)CCC(=O)Nc2ccccc2Cl)cc1	-8	3	-8	-4.5	-7	-5	5	98	-2.0
CC(=O)Nc1ccc(-c2csc(Nc3ccc(S(N)(=O)=O)cc3)n2)cc1	-6	4	-2	1.0	17	-12	10	93	0.7
CCOC(=O)c1ccc2[nH]c3c(c2c1)CCCC3	2	8	-5	-4.4	-13	2	4	97	1.0
COc1cc(/C=N/c2oc(-c3ccccc3)cc2C#N)ccc1O	9	6	-1	0.4	20	-4	18	90	0.5
CCN(CC)c1nc(OCCNC(=O)Nc2ccccc2)nc(N(CC)CC)n1	-2	-8	-26	-1.9	-19	24*	30	118	-2.1
Cc1cccc(CSC2=NCCN2S(=O)(=O)c2ccc(F)cc2)c1	-3	-17	-17	-0.8	3	2	17	107	0.0
NS(=O)(=O)c1ccc(CNc2nc(-c3cccnc3)nc3ccccc23)cc1	8	-3	-17	-4.2	7	8	16	102	-1.6
CCN1C(=O)/C(=C\C=C2/C=CC=CN2CC)SC1=S	11	-8	9	-2.4	17	-1	0	104	-4.1
O=C(CSc1ccc(Cl)cc1)N1CCC(c2nc3ccccc3s2)CC1	0	-11	-22	-3.4	16	2	-2	100	-1.4
NC(=S)Cc1nc2n(n1)Cc1ccccc1-2	-15	-5	-5	-5.6	-1	8	-16	105	1.9
Cc1cc(Cl)cc2sc(NC(=O)c3ccco3)nc12	3	9	-4	-3.6	20	4	12	101	-1.6
COc1ccccc1N1CCN(Cc2ccc(-c3ccccc3[N+](=O)[O-])o2)CC1	-5	21	-8	-1.6	14	5	7	97	-4.4
COc1cc(N=c2oc3c(C)ncc(CO)c3cc2C(N)=O)cc(OC)c1OC	2	8	-2	-2.4	-15	-4	1	95	2.3
O=C(Nc1ccc(Br)cc1)c1ccc(CSC2=NCCS2)cc1	2	-6	-4	-2.3	32	10	-3	108	-2.8
N#CC1(Nc2cccc(Br)c2)C(=O)Nc2ccccc21 (stereo not drawn)	-23	1	-5	0.7	5	-21	35	85	0.3
COc1ccc(OCCSc2nnc3c(Cl)cc(Cl)cn23)cc1	-11	2	-13	-2.8	0	-1	16	101	-2.0
O=C(CSc1nnc(CNC(=O)c2cccs2)o1)Nc1cccc(F)c1	12	15	4	0.9	-1	-5	12	102	0.6
CCC(C)n1cnc2c(c1=O)c1nc3ccccc3nc1n2-c1ccc2c(c1)OCCO2 (stereo not drawn)	0	2	0	-5.3	18	nt	-3	nt	-3.2
CC(OC(=O)Cn1c(C(F)(F)F)nc2ccccc21)C(N)=O (stereo not drawn)	-6	2	-5	-1.7	1	13	0	107	-1.3
O=C(Nc1cccc2ccccc12)/C(Cl)=C/c1ccccc1	-13	-9	-5	-0.7	-22	3	33	100	-1.0
Cc1ccc(OCc2nnc(NC(=O)OCC(C)C)s2)c(C)c1	3	-1	-2	-1.3	-2	nt	30	nt	-2.9
Cc1ccc(-c2nnc(SCC(=O)NC3CCCC3)n2C)cc1	-3	-14	-11	-2.0	3	1	2	102	1.6
CCC1CCC(N2CCN(c3ccc([N+](=O)[O-])cc3)CC2)CC1 (stereo not drawn)	-15	-28	20	-1.3	-3	5	30	115	1.1
CN(C)CCCn1cnc2c(c1=N)C(c1ccccc1)c1ccc3ccccc3c1O2 (stereo not drawn)	1	-55	17	-2.0	17	26*	21	170*	1.6
CCC(=O)Nc1nc2ccc(NC(=O)c3cc(OC)c(OC)c(OC)c3)cc2s1	1	-3	2	-1.2	4	-8	0	92	-3.2
Cc1cc(C)cc(NC(=O)Nc2cccc(S(N)(=O)=O)c2)c1	5	1	-3	-0.4	6	-2	9	100	-2.3
Cc1ccc(S(=O)(=O)N2CCN(C(=O)N(C)C)CC2)cc1	-6	-8	-4	-0.5	14	-9	-3	96	1.1
O=C(Nc1ccc2c(c1)OCO2)C1CCCN1C(=O)Nc1ccccc1F (stereo not drawn)	-3	1	-1	-2.9	4	-2	14	98	-3.2
C=CCNc1sc(C(=O)c2ccccc2)c(N)c1-c1nc2ccccc2s1	12	4	7	-2.8	-20	-6	0	96	-1.0

# Next entries follow.
mol	M18AAP inhibitor	HCV NS3 hel inh	DNA FID counter	IMP-1 inh	SUMO HTRF inh	MEKK2 mut-MEK5	NALP1 yeast inh	MEKK2wt PB1 HTS	VIM-2 inhibitor
CCSc1cc(C)nc2c(-c3ccccc3)c(C)nn12	-7	2	-13	-2.7	19	5	-6	107	2.9
O=C(NCc1cccs1)Nc1ccc2c(c1)OCO2	4	8	-1	0.3	10	2	-30	102	2.3
CCOC(=O)CC(=O)CSc1nc2c(sc(=S)n2-c2ccccc2)c(=O)[nH]1	2	29	-30	-2.4	16	3	-19	96	-0.2
COc1cccc2cc(C(C)N(CCCN3CCOCC3)C(=S)Nc3c(C)cccc3C)oc12 (stereo not drawn)	-6	-10	14	-0.7	15	-17	-9	58	0.9
Cc1nc2nc3c(cn2n1)C(=O)CCC3	17	-6	-3	-0.5	17	nt	49	nt	-1.8
CCOC(=O)C1=C(C)NC(=O)NC1c1ccc(N(CC)CC)cc1 (stereo not drawn)	7	-4	-10	-3.1	-26	7	14	111	-4.6
O=C(COc1ccc(Cl)cc1)NCc1nnc(SCC(=O)c2ccccc2)o1	1	16	-25	-3.3	-21	6	37	107	-3.2
Cc1cc(C)nc(SCc2ccc(C(=O)N/N=C/c3ccncc3)cc2)n1	0	-11	-28	-3.0	-4	-2	20	91	-1.3
O=C(Nc1ccon1)c1ccc(S(=O)(=O)N2CCOCC2)cc1	-3	8	1	-2.9	-20	6	-8	108	-2.2
Cc1ccc(-n2c(SCC(=O)N3c4ccccc4Sc4ccccc43)nnc2-c2ccncc2)cc1	4	0	-3	-3.7	-7	10	28	96	-3.0
CCOC(=O)c1cc2ccc(OC)c(OC)c2c(=O)s1	-3	-6	-2	-3.5	30	4	8	104	0.5
COCCN1CCn2c(nc3cc(NS(C)(=O)=O)ccc32)C1	9	-3	-6	-3.2	16	2	6	103	-3.7
CSc1ccc(C(=O)C2CCCN(S(=O)(=O)c3c(C)noc3C)C2)cc1 (stereo not drawn)	2	1	-2	-3.1	0	-7	-6	92	-2.9
O=C(O)c1ccc2nc(-c3ccco3)c(-c3ccco3)nc2c1	35*	45*	-6	1.5	?	-14	0	79	1.2
COc1ccc(S(=O)(=O)N(C)CC(=O)NC2CC2)cc1OC	3	4	-2	-0.3	-2	0	17	104	-3.4
Cc1ccccc1-n1c(=O)c2ccccc2n(CC(=O)NCc2ccco2)c1=O	-1	6	-5	-3.8	-5	3	8	103	-2.2
CCO[C@@H]1OC(C(=O)NC2CC2)=C[C@H](c2ccc(C(F)(F)F)cc2)[C@H]1CCCO	2	0	-18	-2.9	-8	11	0	107	-1.7
O=C1N=C(N2CCCCC2)S/C1=C\c1ccncc1	4	-3	-3	-3.5	8	8	7	105	-2.6
CN1CCN(C(=O)c2ccc3c(Cl)c4c(nc3c2)CCCC4)CC1	-2	-4	5	0.8	0	0	22	105	11*
Cc1ccc(S(=O)(=O)NCC(=O)NCC(=O)N2CCC(C)CC2)cc1	-1	-1	-7	-1.4	4	1	15	102	-1.7
COc1ccc(NC(=O)Nc2ccccc2F)cc1Cl	4	1	3	-1.4	17	-1	-21	101	-3.6
CCOC(=O)C1CCN(C(=O)CNC(=O)OC(C)(C)C)CC1	6	-3	-2	-3.3	8	4	7	108	-3.1
O=C(CCc1ccccc1)NC(NC(=S)Nc1ccc(Br)cc1)C(Cl)(Cl)Cl (stereo not drawn)	9	-2	-1	-4.0	18	-3	7	99	-4.0
O=C(O)CCCNS(=O)(=O)c1cccc2nsnc12	12	-8	4	0.0	22	-2	4	98	1.1
Cc1ccc(N(C(=O)Cn2nnc(-c3ccc(C)o3)n2)C(C(=O)NC2CCCC2)c2ccncc2)cc1 (stereo not drawn)	1	8	-36	-0.2	28	0	6	98	-2.7
CC12CCC(C(N)=O)(c3nc4ccccc4nc31)C2(C)C (stereo not drawn)	-4	6	-4	-0.9	9	14	8	105	-2.0
COC(=O)COc1cccc(NS(=O)(=O)c2ccc(NC(C)=O)cc2)c1	1	-1	-1	-1.7	4	1	22	104	-2.5
O=C(NCCN1CCOCC1)C12CC3CC(C1)CC(c1ccccc1)(C3)C2	-1	-13	4	-1.4	11	1	2	104	-1.6
CC1=C(C(=O)OCC2CCCCC2)C(c2ccc(O)cc2)NC(=O)N1 (stereo not drawn)	3	-9	-27	-1.6	-3	4	14	107	0.7

# Exported with values under each structure: 10 of the compounds above
# Values run as follows: M18AAP inhibitor | HCV NS3 hel inh | DNA FID counter | IMP-1 inh | SUMO HTRF inh | MEKK2 mut-MEK5 | NALP1 yeast inh | MEKK2wt PB1 HTS | VIM-2 inhibitor
- CCSc1cc(C)nc2c(-c3ccccc3)c(C)nn12
    -7 | 2 | -13 | -2.7 | 19 | 5 | -6 | 107 | 2.9
- O=C(NCc1cccs1)Nc1ccc2c(c1)OCO2
    4 | 8 | -1 | 0.3 | 10 | 2 | -30 | 102 | 2.3
- CCOC(=O)CC(=O)CSc1nc2c(sc(=S)n2-c2ccccc2)c(=O)[nH]1
    2 | 29 | -30 | -2.4 | 16 | 3 | -19 | 96 | -0.2
- COc1cccc2cc(C(C)N(CCCN3CCOCC3)C(=S)Nc3c(C)cccc3C)oc12 (stereo not drawn)
    -6 | -10 | 14 | -0.7 | 15 | -17 | -9 | 58 | 0.9
- Cc1nc2nc3c(cn2n1)C(=O)CCC3
    17 | -6 | -3 | -0.5 | 17 | nt | 49 | nt | -1.8
- CCOC(=O)C1=C(C)NC(=O)NC1c1ccc(N(CC)CC)cc1 (stereo not drawn)
    7 | -4 | -10 | -3.1 | -26 | 7 | 14 | 111 | -4.6
- O=C(COc1ccc(Cl)cc1)NCc1nnc(SCC(=O)c2ccccc2)o1
    1 | 16 | -25 | -3.3 | -21 | 6 | 37 | 107 | -3.2
- Cc1cc(C)nc(SCc2ccc(C(=O)N/N=C/c3ccncc3)cc2)n1
    0 | -11 | -28 | -3.0 | -4 | -2 | 20 | 91 | -1.3
- O=C(Nc1ccon1)c1ccc(S(=O)(=O)N2CCOCC2)cc1
    -3 | 8 | 1 | -2.9 | -20 | 6 | -8 | 108 | -2.2
- Cc1ccc(-n2c(SCC(=O)N3c4ccccc4Sc4ccccc43)nnc2-c2ccncc2)cc1
    4 | 0 | -3 | -3.7 | -7 | 10 | 28 | 96 | -3.0
